DAGLB inhibitor: DAGLB lipase inhibitors, primary screen, biochemical, fluorescence, HTS; Diacylglycerol lipase-beta (Homo sapiens), Q8NCG7; HEK293T DAGLB membrane lysate, EnzChek fluorogenic substrate; inhibition, % at 5.17 µM; hit rate 0.059% among 340,000; AID 504411, 2011; in the data active = inhibition above about 34%;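 note: 0% = enzyme with vehicle and 100% = wells lacking enzyme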
V-ATPase pH: regulators of yeast V-ATPase proton pumping, primary screen, pHLuorin cytosolic pH fluorescence. hit rate 0.37% among 350,000. S. cerevisiae. AID 504577, 2011. response, % at 10 µM; in the data active = response mostly above about 7.3%, no sharp cut-off; inactive = mostly below about 5.4%; note: actives read high; inactives centre near 0; some compounds called inactive have numbers as strong as hits; reference of the scale not given here
HTR5A ag ctr: HTR5A agonists in luminescence cell assay, primary screen, counter-screen for OPRM1-OPRD1 heterodimer agonist project, full-deck HTS; cell-based; 5-hydroxytryptamine receptor 5A (Homo sapiens), P47898; activation, % at 9.3 µM; AID 504692, 2011; hit rate 0.61% among 340,000; in the data active = activation mostly above about 9.5%, no sharp cut-off; inactive = mostly below about 7.6%;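 note: 0% = cells with vehicle only and 100% = reference agonist; strong numbers were not always called active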
PKA-R1A act: activators of PKA-R1A holoenzyme, primary screen, biochemical, fluorescence polarization, Cy5-IP20, bovine R1A, mouse PKAc; cAMP-dependent protein kinase type I-alpha regulatory subunit (Bos taurus) + …; PKA-R1A dissociation; scaled: DMSO 0%, 113 µM cGMP 100%; hit rate 0.083% among 340,000; AID 504707, 2011; activation, % at 11.4 µM;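 active = percent activation above the mean of all tested compounds plus 3 SD, cut at about 19% in these data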;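 note: higher means more PKAc released from R1A so a rise in polarization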
Pemphigus Ab inh: inhibitors of pemphigus antibody binding to DSG3, primary screen, biochemical, bead-based, flow cytometry, scFv-GFP | Desmoglein-3 (Homo sapiens), P32926 | DSG3-coupled beads, scFv-anti-DSG3-GFP binding; stronger effect = lower value | binding (percent of control), % at 10 µM | hit rate 0.48% among 310,000 | AID 588358, 2011;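 active = binding more than 3 SD below its plate's average and above zero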; note: some compounds called inactive have numbers as strong as hits
Target sequence (P32926 whole entry, looked up): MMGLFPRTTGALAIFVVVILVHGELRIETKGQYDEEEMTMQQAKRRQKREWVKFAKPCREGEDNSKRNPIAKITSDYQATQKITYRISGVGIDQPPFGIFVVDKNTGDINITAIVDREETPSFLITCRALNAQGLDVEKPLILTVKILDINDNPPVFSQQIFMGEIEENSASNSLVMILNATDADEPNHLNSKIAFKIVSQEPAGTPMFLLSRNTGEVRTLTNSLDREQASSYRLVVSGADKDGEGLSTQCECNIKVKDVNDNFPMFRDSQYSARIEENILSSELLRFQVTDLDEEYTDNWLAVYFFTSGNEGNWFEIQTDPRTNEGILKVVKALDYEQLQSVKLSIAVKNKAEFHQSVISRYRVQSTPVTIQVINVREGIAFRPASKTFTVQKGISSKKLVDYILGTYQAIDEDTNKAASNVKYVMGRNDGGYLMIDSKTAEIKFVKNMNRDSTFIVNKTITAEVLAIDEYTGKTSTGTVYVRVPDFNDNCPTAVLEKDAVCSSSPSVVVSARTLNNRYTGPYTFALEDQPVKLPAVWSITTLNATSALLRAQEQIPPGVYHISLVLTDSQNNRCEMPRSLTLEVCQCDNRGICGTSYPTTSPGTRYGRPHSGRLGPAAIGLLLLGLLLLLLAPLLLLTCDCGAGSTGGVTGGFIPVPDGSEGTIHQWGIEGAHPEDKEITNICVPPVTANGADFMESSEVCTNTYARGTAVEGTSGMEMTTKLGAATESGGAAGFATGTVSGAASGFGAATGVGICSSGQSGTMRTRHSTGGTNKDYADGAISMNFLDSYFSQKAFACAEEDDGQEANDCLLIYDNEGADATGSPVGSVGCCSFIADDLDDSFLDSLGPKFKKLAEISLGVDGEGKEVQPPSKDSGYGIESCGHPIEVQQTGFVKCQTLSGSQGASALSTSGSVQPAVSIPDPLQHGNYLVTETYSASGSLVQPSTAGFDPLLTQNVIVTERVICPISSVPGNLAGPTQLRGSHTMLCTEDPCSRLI
Arrestin-AP2 inh: inhibitors of beta-arrestin/AP2 binding, primary screen, biochemical, GPCR trafficking, flow cytometry; FITC-arrestin peptide / GST-AP2 beads; AP2 beta2 appendage carries R879A mutation; inhibition, % at 10 µM; hit rate 0.31% among 340,000; AID 504490, 2011;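 active = inhibition above a set limit, near 3 SD of compounds lacking own fluorescence, cut at about 54% in these data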;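 note: plate controls were DMSO wells for no effect and 5 µM unlabelled arrestin peptide for full effect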
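Material – GST-tagged AP2 beta2-adaptin appendage (R879A) on 4 µm glutathione beads · Probe or stimulus – fluorescein-tagged arrestin peptide at 50 nM final · Timing – 12 min plus 1 h, RT · Detection – bead flow cytometry, FITC channel · Read-out basis – inhibition as reduced fluorescein signal on beads, percent · Medium – PBS plus Tween 20 (0.05%) and BSA (0.1%)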
MOR-DOR ag: agonists of OPRM1-OPRD1 heterodimerization, primary screen, cell-based, luminescence | Mu-type opioid receptor (Homo sapiens) + Delta-type opioid receptor (Homo sapiens), … | cells | activation, % at 9.3 µM | hit rate 0.3% among 340,000; in the data active = activation above about 18%;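 note: 0% = vehicle-treated cells and 100% = reference agonist; values of inactives mirror those of a sister screen read the other way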
OPRM1-OPRD1 inv: inverse agonists of MOR-DOR heterodimerization, primary screen, cell-based, luminescence; Mu-type opioid receptor (Homo sapiens) + Delta-type opioid receptor (Homo sapiens), …; cell-based MOR-DOR heterodimer luminescence, inverse agonism; inhibition, % at 9.3 µM; hit rate 0.21% among 340,000; in the data active = inhibition above about 22%, passing the limit was not always enough;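 note: 0% = cells with DMSO and 100% = wells without cells with DMSO; values of inactives mirror those of a sister screen read the other way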
HTR5A inv ctr: HTR5A inverse agonists in luminescence cell assay, primary screen, counter-screen for OPRM1-OPRD1 heterodimer inverse agonist project, full-deck HTS; HTR5A cell line, inverse agonism; 5-hydroxytryptamine receptor 5A (Homo sapiens), P47898; hit rate 0.083% among 340,000; inhibition, % at 9.3 µM; in the data active = inhibition mostly above about 23%, no sharp cut-off; inactive = mostly below about 18%;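 note: 0% = cells with DMSO and 100% = no-cell wells with DMSO; some compounds called inactive have numbers as strong as hits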
PKA-R2B act: activators of PKA-R2B holoenzyme, primary screen, biochemical, fluorescence polarization, Cy5-IP20, human; hit rate 0.079% among 340,000; AID 504700, 2011; cAMP-dependent protein kinase catalytic subunit beta (Homo sapiens) + cAMP-dependent …; PKA-R2B holoenzyme dissociation; R2B truncated from residue 108, S112A mutant; 0% DMSO only, 100% 113 µM cGMP; activation, % at 11.4 µM;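 active = activation above a cutoff set at the mean over all compounds plus 3 SD, cut at about 18% in these data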;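 note: higher means more holoenzyme dissociation and a rise in polarization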
An asterisk follows results filed as active; nt = not tested or not shown. Rows are unselected (roughly 2.4% active in at least one column).

SMILES	DAGLB inhibitor	V-ATPase pH	HTR5A ag ctr	PKA-R1A act	Pemphigus Ab inh	Arrestin-AP2 inh	MOR-DOR ag	OPRM1-OPRD1 inv	HTR5A inv ctr	PKA-R2B act
O=C(O)c1cccc(Nc2nc(C(F)(F)F)nc3ccccc23)c1	0	0	6	-6	102	9	-3.4	18	-16	-4
CN(C)S(=O)(=O)c1ccc(NC(=O)CN2CCCCCC2)cc1	-4	-1	5	-9	107	-2	-2.4	13	-13	-15
CC(=O)NC(=S)NNC(=O)c1ccc(Br)cc1	-3	-2	-5	-13	77	-15	-5.8	29	14	-1
CC1CCCN(CC(=O)Nc2cc(Cl)ccc2Oc2ccccc2)C1 (configuration not stated)	-15	0	-4	9	101	8	-0.8	4	-1	-1
COCc1ccc(CN2CCC(n3nccc3NC(=O)C(OC)c3ccccc3)CC2)o1 (configuration not stated)	-5	-3	5	-4	nt	9	-1.3	7	-4	4
CCn1nc(NC(=O)Cc2ccc(OC)cc2)c2cc3cc(C)ccc3nc21	0	1	4	-2	107	6	-3.9	20	-9	-3
Cc1ccsc1-c1nc(CN2CCCC2c2ccc(F)cc2)c(C)o1 (configuration not stated)	-3	3	2	-7	105	0	-0.7	4	-6	-3
CC(C)OC(=O)/C(=C/c1ccc2c(c1)c1ccccc1n2C)NC(=O)c1ccccc1	-5	-3	5	-2	98	10	-0.7	4	9	0
Cc1ccc(C2=NN(C(=O)CSc3nc4ncc(Cl)cc4[nH]3)C(c3ccco3)C2)cc1 (configuration not stated)	-3	-1	0	-3	102	28	0.2	-1	1	7
CCOc1ccc(NC(=O)COC(=O)CCS(=O)(=O)c2ccc(C)cc2)cc1	0	-1	-1	-3	87	-1	-3.7	18	7	2
Cc1ccc(C(=O)NC(=S)Nc2cccnc2Cl)cc1	-18	-5	-4	-4	88	-6	-2.7	17	11	8
N=c1n(CCO)c2ccccc2n1CCOc1ccccc1	0	1	2	5	104	2	-1.4	8	15	6
COCCNC(=O)CSc1nc2ccc(N3CCOCC3)cc2c(=O)n1Cc1ccc(OC)cc1	1	0	-2	3	nt	12	-1.7	9	-6	1
COc1cc(C2c3cc4c(cc3OC(C)(N3CCCC3)C2C)OCO4)cc(OC)c1OC (configuration not stated)	-2	8	-1	1	88	0	-3.1	16	4	4
Cc1ccc(C23OC(=O)C(C)(C)C2OC(=O)C3(C)C)cc1 (configuration not stated)	-2	-1	-4	0	85	-16	-1.8	11	-36	-10
Cc1cc(C)c(NC(=O)CNC(=O)[C@@H]2CCCN2C(=O)c2cccs2)c(C)c1	2	4	-1	9	nt	-2	-1.8	7	2	-1
COc1ccc(CC(NC(C)=O)C(=O)NC2CCN(c3c(Cc4ccccc4)c(C)nc4ncnn34)CC2)c(OC)c1 (configuration not stated)	-6	-1	9	11	104	14	-0.1	0	-7	-4
CCCC1=[N+](CC(=O)c2ccccc2)CCn2c(C)ccc21	2	6	7	1	nt	-2	0.4	-3	3	-2
COc1cc(S(=O)(=O)NCc2ccccc2)ccc1Br	0	5	3	-12	107	-6	0.2	-1	-3	-4
O=C(CCc1ccccc1)N1CCCC(Nc2ccc(F)cc2)C1 (configuration not stated)	-1	0	-2	4	104	-6	-2.3	10	5	6
Cc1cc(C)c2[nH]c(O)c(N=NC(=S)NCC3CCCO3)c2c1 (configuration not stated)	9	-2	-2	-3	110	-1	-1.4	8	17	-9
CN1CCN(c2ccccc2NC(=O)c2ccccc2F)CC1	-8	4	-3	8	101	-6	-1.0	5	-15	6
COc1ccc(Cl)cc1S(=O)(=O)N1CCC(C(=O)NC2CC2)CC1	1	0	0	-7	105	3	-2.8	15	3	-2
CC(C)(C)c1cc(C(=O)N2CCc3ccccc3C2)ccn1	-2	-3	3	10	103	27	-3.7	18	-10	-13
Cc1nn(Cc2ccc(C(=O)N3c4ccc(F)cc4CCC3C)o2)c(C)c1Br (configuration not stated)	0	3	0	3	100	5	-2.3	12	1	-23
CCC(C)(C)NC(=O)C(c1ccc(F)cc1)N(CCOC)C(=O)CCC(=O)Nc1nccs1 (configuration not stated)	1	0	2	-11	92	-2	0.8	-7	-6	-5
CCCCn1c(N)c(N(CCOC)C(=O)CSCc2ccccc2C)c(=O)[nH]c1=O	-2	1	3	-1	106	-26	-2.7	14	-6	1
CC1=Nn2c(nnc2-c2ccccc2Cl)SC1	3	-3	7	-8	99	3	-2.5	13	-7	-2
CC1(C)Cc2ccccc2C(C(Cc2ccccc2)C(N)=O)=N1 (configuration not stated)	3	2	-1	8	98	32	1.3	-6	4	0
Cc1ccc(-n2ncc(C(=O)NC3CC3)c2C2CCN(C(=O)OC(C)(C)C)CC2)c(C)c1	2	-3	-2	-3	98	7	-1.2	6	5	9
COc1ccc(CCNC(=O)CN2C(=O)COc3ccc(S(=O)(=O)N4CCCC4)cc32)cc1OC	1	-1	-5	-5	nt	3	-3.2	16	18	5
CC(C)C(OC(=O)CCCC(=O)Nc1nccs1)C(=O)NC1CCCCC1 (configuration not stated)	0	2	0	5	103	-13	0.2	-1	1	-9
Cc1ccc(NC(=O)COC(=O)C(NS(=O)(=O)c2ccc(Cl)cc2)C(C)O)cc1 (configuration not stated)	-2	-1	3	-4	108	15	-2.0	11	10	-3
CCOC(=O)N1CCN(S(=O)(=O)c2ccc(Br)s2)CC1	-4	0	-1	10	nt	-3	-0.2	1	12	9
CC(=O)c1ccc(S(=O)(=O)NCCC(=O)NC(C)c2ccncc2)cc1 (configuration not stated)	-1	-1	3	-5	105	-1	-0.9	4	-7	5
O=C(Cc1n[nH]c(=O)c2ccccc12)Nc1cccc(S(=O)(=O)N2CCCC2)c1	2	-2	2	-13	93	-13	-0.4	2	-22	-6
O=[N+]([O-])c1cc(S(=O)(=O)NCCCN2CCOCC2)ccc1Cl	-3	-3	2	-2	114	13	1.1	-6	-26	11
COC(=O)c1cc(OC)c(OC)cc1N1C(=O)CCCC1=O	-4	-12	-5	4	87	1	-3.4	19	18	-3
COC(=O)CSc1nnc(CNC(=O)Cc2ccccc2)n1C	0	0	2	-3	105	9	-1.1	6	-13	9
O=C1NC(=O)/C(=C\c2ccc(OCc3cnc(Cl)s3)cc2)S1	0	0	-5	0	103	7	-1.7	9	13	1
Cc1ccccc1NC(=O)Cc1nc(-c2ccc3ccccc3c2)cs1	-7	-2	0	-14	94	-2	0.8	-4	9	-7
O=C(CCc1nnc2ccc(N3CCCCC3)nn12)NCC1CCN(Cc2ccc(F)cc2)CC1	0	1	1	-4	nt	18	0.9	-5	-5	-8
CCOc1ccc(NS(=O)(=O)c2ccc(C(=O)NC3CCC(O)CC3)cc2)cc1 (configuration not stated)	3	-1	-10	-8	107	-4	1.2	-8	26	1
CCOc1ccc(S(=O)(=O)N2CCCC(C(=O)NC3CC3)C2)cc1Cl (configuration not stated)	0	-8	-6	-10	102	-3	-2.8	15	14	-5
CCOC(=O)C1=C(CCl)NC(=O)NC1c1ccc2c(c1)OCO2 (configuration not stated)	-1	3	4	-13	104	19	-3.5	16	-16	-5

3 entries picked at random from those above:
SMILES	DAGLB inhibitor	V-ATPase pH	HTR5A ag ctr	PKA-R1A act	Pemphigus Ab inh	Arrestin-AP2 inh	MOR-DOR ag	OPRM1-OPRD1 inv	HTR5A inv ctr	PKA-R2B act
CCOC(=O)C1=C(CCl)NC(=O)NC1c1ccc2c(c1)OCO2 (configuration not stated)	-1	3	4	-13	104	19	-3.5	16	-16	-5
O=C1NC(=O)/C(=C\c2ccc(OCc3cnc(Cl)s3)cc2)S1	0	0	-5	0	103	7	-1.7	9	13	1
CCOc1ccc(NS(=O)(=O)c2ccc(C(=O)NC3CCC(O)CC3)cc2)cc1 (configuration not stated)	3	-1	-10	-8	107	-4	1.2	-8	26	1

Additional compounds follow:
SMILES	DAGLB inhibitor	V-ATPase pH	HTR5A ag ctr	PKA-R1A act	Pemphigus Ab inh	Arrestin-AP2 inh	MOR-DOR ag	OPRM1-OPRD1 inv	HTR5A inv ctr	PKA-R2B act
CCOc1ccc(-c2c(=O)n(OCc3ccccn3)c3ccccc3[n+]2[O-])cc1	-2	0	-2	8	103	7	-3.8	18	4	0
COc1cc(C(c2c(C(=O)O)[nH]c3ccccc23)c2c(C(=O)O)[nH]c3ccccc23)ccc1OCc1ccccc1	17	-1	6	-3	105	-17	0.1	-1	-28	-11
O=C(OCC(=O)c1ccc[nH]1)c1ccc(S(=O)(=O)C(F)F)cc1	-1	3	nt	0	98	nt	nt	nt	nt	6
Cc1ccc(NC(=O)Cn2cc(S(=O)(=O)c3ccccc3)c(=O)c3cc(F)ccc32)cc1	-5	1	0	6	97	8	1.3	-6	1	7
Cc1cccc(C(C)(C)C)c1OCCCCN1CCCC1	-3	2	5	2	nt	7	-1.1	6	-26	-3
Cc1c(/C=N/Nc2ccc([N+](=O)[O-])cn2)c2ccccc2n1Cc1ccccc1	0	-4	3	-1	100	28	-0.4	2	2	2
Cc1cc(N2C(=O)C3CC=CCC3C2=O)cc(C)c1Br (configuration not stated)	-6	-2	0	4	96	2	4.2	-20	0	-8
Nc1c(-c2cccc([N+](=O)[O-])c2)nc2ccccn12	4	-1	1	5	119	-3	0.3	-2	-8	-11
CC1CC(C)CN(C(=O)COC(=O)CCCN2C(=O)c3cccc4cccc(c34)C2=O)C1 (configuration not stated)	-1	4	4	0	nt	1	2.4	-13	9	5
COc1ccc(/C=N\Nc2ncc(F)c(N3CCOCC3)n2)cc1OC	1	0	-4	-7	nt	-8	-3.6	18	-27	-9
COc1ccc(C2C(C(=O)Nc3cc(C)on3)c3ccccc3C(=O)N2C)cc1OC (configuration not stated)	0	-1	1	1	108	26	-2.8	17	-1	-6
COc1cc(C(=O)NC2CCN(C)CC2)ccc1Nc1ncc2c(n1)N(CCc1ccccc1)CCC(=O)N2C	1	-1	1	-13	105	2	-3.0	17	18	5
O=C(Nc1ccccc1Cl)c1ccccc1Oc1ccc(C(F)(F)F)cc1[N+](=O)[O-]	-4	5	4	-9	nt	7	2.4	-10	-11	-2
COc1cc2c(cc1OC)C(NC(=O)C(F)(F)F)CNC2=O (configuration not stated)	2	0	4	-8	nt	20	2.6	-12	-5	4
CC(C)(C)CC(=O)NC(=S)Nc1ccccc1C(F)(F)F	-3	-4	3	-8	108	11	7.4	-40	-24	-2

Source: PubChem (several laboratories)
